TRPV1 ag: agonists of human vanilloid receptor 1 (TRPV1). hit rate 0.19% among 320,000. TRPV1-expressing cells, Fluo-8 calcium influx, agonist mode. Q8NER1. activation, % at 8.33 µM. AID 540275; in the data active = activation above about 80%; inconclusive = between about 30% and that limit; note: 0% is about no effect
Target sequence (Q8NER1 whole entry, looked up): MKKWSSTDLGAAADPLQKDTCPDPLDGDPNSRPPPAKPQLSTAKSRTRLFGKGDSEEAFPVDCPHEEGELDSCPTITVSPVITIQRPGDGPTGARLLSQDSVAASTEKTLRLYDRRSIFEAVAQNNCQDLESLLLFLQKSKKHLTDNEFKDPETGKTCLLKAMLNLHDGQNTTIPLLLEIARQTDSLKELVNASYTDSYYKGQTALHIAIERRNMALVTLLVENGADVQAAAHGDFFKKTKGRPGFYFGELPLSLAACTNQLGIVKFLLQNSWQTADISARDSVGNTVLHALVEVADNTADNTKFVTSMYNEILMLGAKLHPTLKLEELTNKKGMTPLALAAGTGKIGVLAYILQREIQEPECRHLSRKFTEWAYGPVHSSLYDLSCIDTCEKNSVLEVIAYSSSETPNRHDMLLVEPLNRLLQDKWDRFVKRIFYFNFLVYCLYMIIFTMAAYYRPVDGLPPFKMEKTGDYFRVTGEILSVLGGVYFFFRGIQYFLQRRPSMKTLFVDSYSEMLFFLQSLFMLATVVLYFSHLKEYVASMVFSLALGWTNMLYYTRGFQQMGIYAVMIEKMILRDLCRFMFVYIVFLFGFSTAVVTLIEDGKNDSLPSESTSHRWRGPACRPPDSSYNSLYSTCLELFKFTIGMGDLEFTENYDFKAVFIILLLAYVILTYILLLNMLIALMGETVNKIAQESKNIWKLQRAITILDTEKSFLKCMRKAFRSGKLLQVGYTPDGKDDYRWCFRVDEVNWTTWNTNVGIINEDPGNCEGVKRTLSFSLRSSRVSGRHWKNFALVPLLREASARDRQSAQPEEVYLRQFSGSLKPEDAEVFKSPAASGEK
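Fluo-8 calcium influx in TRPV1-expressing cells, kinetic read (ex 480/em 520 nm). Compound added and read 3 min for agonist activity, followed by capsaicin at EC20 final and 2 min further read for enhancement.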
AT treatment: potential ataxia-telangiectasia treatments restoring KAP-1 phosphorylation; Potency, µM (top dose mostly 57.5 µM), without a hit: at the highest dose activation, most hits filed as activators; AID 485349; […] A-T fibroblasts, KAP-1 phosphorylation AlphaLISA; neocarzinostatin DNA damage 30 min before lysis; hit rate 0.19% among 320,000; note: potency is the fitted concentration of half-maximal effect; % of control where 0% means no effect; nearly all actives have a fitted effect of over 45% in size
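ATM-like activity read as KAP-1 phosphorylation via AlphaLISA donor/acceptor antibody pairs after lysis and 6 hr at 25C. Cells were ATM-null patient fibroblasts ([…], hTERT), dosed 60 min, then exposed to the DSB inducer NCS for 30 min.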
CXXC DNA block: MLL CXXC-DNA interaction inhibition; Q03164; hit rate 0.037% among 290,000; MLL-CXXC / FITC-HOXA9 DNA fluorescence polarization; Potency, µM (top dose mostly 115 µM), for the others: at the top dose activity change, negative = inhibition, most hits filed as inhibitors; AID 2662; active = well fitted inhibition curve with a large enough effect in the polarisation, with a control signal flat, not every such curve was filed as active; inconclusive = small, poorly fitted or top-dose-only effect, or effect the other way, or a change in a side signal; inactive = no such curve, though single readings can be large or run the other way; the % refers to the polarisation; note: potency is the fitted concentration of half-maximal effect
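Steps: dispense CXXC domain solution (7 uM) → pin compounds or unlabeled HOX-A9 DNA control → 5 min ambient → add FLSN-HOX-A9 solution (50 nM) → spin → 30 min ambient → fluorescence polarization. Tris pH 7.5/NaCl/DTT/BSA buffer.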
ASM inhibitor: inhibitors of human secretory acid sphingomyelinase; P17405; placental ASM, HMU-PC fluorogenic substrate, 60 min; Potency, µM (top dose mostly 57.5 µM), inactives show top-dose activity change, negative = inhibition, most hits filed as inhibitors; hit rate 0.006% among 340,000; AID 504937; note: potency is the fitted concentration of half-maximal effect
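Fluorogenic HMU-PC substrate (9 uM final) is turned over by placental ASM in 60 min at 37 C after a 10 min compound preincubation. Reaction ended by alkaline stop (pH 10), with fluorescence read at 386/447 nm.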
GALK inh: galactokinase (human) inhibition; Purified GALK, Kinase-Glo residual ATP luminescence; Potency, µM (titrated, usually from 57.5 µM), for the others: at the highest dose activity change, negative = inhibition, usual class: inhibitors; hit rate 0.007% among 270,000; AID 1868; note: potency is the fitted concentration of half-maximal effect; % is set by controls: 0 for no effect and ±100 for the full control effect
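Luminescence from leftover ATP (Ultra-Glo luciferase/luciferin) served as read-out after a 1 h room-temperature reaction of 5 nM GALK with 35 uM ATP and 100 uM galactose.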
MBNL1 CUG block: inhibitors of human MBNL1 binding to CUG repeat RNA; Q9NR56; TR-FRET MBNL1-His/biotin-(CUG)12 binding, 665/545 ratio; Potency, µM (series often up to 57.5 µM), for inactives: top-dose activity change, negative = inhibition, usual class: inhibitors; hit rate 0.036% among 280,000; AID 2675; active = well fitted inhibition curve with a large enough effect in the signal ratio, with a control signal flat, not every such curve was filed as active; inconclusive = small, poorly fitted or top-dose-only effect, or effect the other way, or a change in a side signal; inactive = no such curve, though single readings can be large or run the other way; the % refers to the signal ratio; note: potency is the fitted concentration of half-maximal effect; % is set by controls: 0 for no effect and ±100 for the full control effect
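Compound titration spanned 92 nM–58 uM against the MBNL1-His/biotin-(CUG)12 complex. After 60 min at room temperature with 5 nM streptavidin-XL665 and 0.055 ng/ul terbium anti-His, ratiometric 665/545 nm emission (Ex 340 nm) normalized to controls.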
KCNH2 3.1 block: inhibitors of human KCNH2 3.1 potassium channel isoform; U2OS KCNH2 3.1, thallium flux FluxOr; hits give low values; activity change, % (tested at about 1.8 µM); hit rate 0.95% among 340,000; AID 720553;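 active = maximum activity change below -70%; inconclusive = maximum activity change from -70% to -50%; inactive = maximum activity change above -50%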;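 note: thallium influx rate constant from kinetic fluorescence after stimulation buffer; % is set by controls: 0 for no effect and ±100 for the full control effect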
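FluxOr-based Tl+ influx in U2OS cells transduced with KCNH2 3.1 virus; rate constants normalized to DMSO controls.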
a7 integrin act: integrin-mediated muscular dystrophy alleviation activation; hit rate 0.064% among 350,000; alpha7betagal myoblasts, beta-gal FDG fluorescence, 48 h; Potency, µM (highest dose often 38.3 µM), without a hit: at the top dose activation, most hits filed as activators;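 note: potency is the fitted concentration of half-maximal effect; 100% = response of the positive control SU9516; nearly all actives have a fitted effect of over 60% in size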
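alpha7betagal+/- myoblasts (passage 13, 250/well) treated 48 h at 37C with compounds at 1:260 dilution of DMSO stock. Lysed, then beta-galactosidase activity read as FDG fluorescence (ex 480/em 540) after 30 min, with pre-read for autofluorescence.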
hERG WT inh: inhibitors of human wildtype KCNH2 potassium channel; AID 720551; activity change, % at 1.84 µM; U2OS, BacMam KCNH2, thallium flux FluxOr; hits give low values; hit rate 0.37% among 340,000;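 active = maximum activity change below -70%; inconclusive = maximum activity change between -70% and -50%; inactive = maximum activity change above -50%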; note: % is set by controls: 0 for no effect and ±100 for the full control effect
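U2OS cells transduced with wild-type KCNH2 virus are loaded with FluxOr dye for 45 min, and thallium flux is measured in kinetic reads before and after stimulation buffer. Rate constants are normalized to DMSO controls.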
Coupling enz: counter-screen for Giardia aldolase inhibitors: coupling enzyme system; coupling enzyme system counterscreen, AmpLite Red fluorescence; activity change, negative = inhibition, % at 58.2 µM, hits read low; hit rate 0.67% among 290,000; AID 2472; in the data active = activity change below about -30%; note: % is set by controls: 0 for no effect and ±100 for the full control effect
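Coupling enzymes only (glyceraldehyde-3-phosphate) + compound, at 57.5 uM final, 10 min RT; add substrate/coupling/AmpLite Red mix, 20 min RT; fluorescence ex 525/em 598 nm. Actives flag coupling-system interference.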
* hit, by the source's call; ? = inconclusive; . = not tested or not shown; [ ] = remark or other dose. Unless noted, calls come from the whole dose curve; as a rule, active = well fitted curve in the direction sought with a large enough effect; inconclusive = small, poorly fitted or top-dose-only effect, or another doubt; inactive = no such curve, though single readings can be large; an effect the other way counts as inactive or inconclusive. Rows were taken by chance, and some 2% of all compounds hit somewhere here.

SMILES	TRPV1 ag	AT treatment	CXXC DNA block	ASM inhibitor	GALK inh	MBNL1 CUG block	KCNH2 3.1 block	a7 integrin act	hERG WT inh	Coupling enz
CC(C)c1nc2oc3c(NCCO)ncnc3c2c2c1COC(C)(C)C2	2	-6%	0%	-3%	-1%	-1%	26	3%	-8	-24
COc1ccc(/C=C/C2=NN(C)C(=O)CC2)cc1	11	2%	3%	1%	5%	.	-19	7%	5	1
CCCCn1c(N)c(N(Cc2ccccc2OC)C(=O)COc2ccccc2C#N)c(=O)[nH]c1=O	0	1%	-2%	5%	2%	.	10	12%	2	7
CC(=O)Nc1ccc(SC[C@H](CC(C)C)N2CCN(CC(C)C)CCC2=O)cc1	?	-19%	4%	12%	2%	4%	17	1%	-9	-1
CCN(CC)S(=O)(=O)c1ccc(N2CCOCC2)c(NCC(=O)Nc2ccc(F)cc2)c1	?	14%	8%	-1%	-2%	-5%	3	4%	4	2
O=c1oc(-c2ccccc2F)nc2scc(-c3ccccc3)c12	.	15%	-3%	-3%	-1%	.	-10	-20%	-2	-1
Cc1c(N)cccc1N	3	-13%	.	1%	.	.	7	.	-3	.
CCS(=O)(=O)c1ccc(C(=O)Nc2ccccc2)c(Cl)c1Cl	-5	?	-3%	-2%	0%	3%	11	3%	3	1
Cc1ccc(C(=O)N/C(=C/c2cccs2)C(=O)NCCCn2ccnc2)cc1	-1	-1%	0%	3%	0%	?	-82*	10%	-209*	2
COC(=O)Cc1ccc(NC(=O)c2ccc3c(c2)C(=O)N(CC2CCCO2)C3=O)cc1 (configuration not stated)	13	5%	2%	-4%	-1%	?	-1	0%	8	.
COc1ccc(-c2nn(CCC#N)cc2C(=O)Nc2ccccn2)cc1OC	-4	2%	0%	-3%	3%	-7%	21	-4%	-13	-4
Cc1ccccc1NC(=O)c1ccc(F)c(S(=O)(=O)N2CCN(c3ccccn3)CC2)c1	1	6%	3%	-3%	.	-4%	3	-42%	10	-1
COc1ccc(CCN(C)C(=O)c2cc(S(=O)(=O)N3CCCCC3)ccc2Cl)cc1OC	4	18%	.	5%	.	.	22	-39%	8	.
CCOc1cc2[nH]c(=S)n(Cc3ccc(C(=O)N4CCN(C)CC4)cc3)c(=O)c2cc1OCC	0	-4%	52%[activator]	2%	-7%	-9%	39	9%	6	.
COc1ccccc1N1CCN(C2CCCN(C(=O)CCn3cncn3)C2)CC1 (configuration not stated)	3	5%	3%	-1%	-5%	-2%	12	24%	-9	2
O=C(NC(=S)NCC1CCCO1)c1ccccc1F (configuration not stated)	0	3%	-5%	7%	3%	-7%	-11	-26%	.	0
COCC1CCN(C(=O)c2ccc(OC3CCN(Cc4ccccn4)CC3)cc2)C1 (configuration not stated)	0	25%	9%	0%	-6%	-7%	11	19%	2	.
COc1ccccc1C(=O)NC(=O)COC(=O)c1ccc([N+](=O)[O-])cc1Cl	-1	8%	.	.	.	.	-8	11%	0	.
O=C(Nc1ccc(N2CCOCC2)cc1)c1ccc(Cl)c(S(=O)(=O)N2CCCCC2)c1	24	4%	.	2%	.	.	1	-26%	1	.
Cc1ccc(C(=O)NCCCNCCCNC(=O)c2ccc(C)nc2)cn1	0	3%	-4%	4%	1%	-2%	0	2%	-15	-1
Cc1ccccc1CSc1nnc(C)c(=O)n1N	1	3%	-4%	3%	2%	0%	-3	-3%	-4	1
O=C(CC1CCCCC1)NCc1ccc(F)cc1	?	-1%	3%	6%	8%	-6%	0	16%	-2	0
Cc1ccccc1CNC(=O)c1ccccc1N	3	0%	8%	7%	2%	0%	-10	4%	-12	2
COc1cc(C(=O)OCCCN(C)C)cc(OC)c1OC	2	-1%	-1%	1%	5%	-10%	-2	6%	1	1
COc1ccc(NC(=O)CSc2nnc(-c3ccccc3C)n2C)cc1	-2	-5%	3%	2%	5%	-7%	10	-24%	-7	-1
Cc1cccnc1NC(=O)c1ccc(Cl)c(S(=O)(=O)N2CCCCC2)c1	17	1%	.	0%	.	.	2	-5%	3	.
Cc1ccc(NC(=O)c2cnccn2)cc1	?	0%	5%	-1%	0%	5%	2	1%	-17	0
CCC(CO)Oc1cc(NCc2cccc(F)c2)c2ncn(C(C)C)c2c1 (configuration not stated)	.	1%	.	2%	.	.	17	23%	2	.
NS(=O)(=O)c1ccc(CNC(=O)/C=C/c2c(Cl)cccc2Cl)cc1	16	4%	-5%	.	-3%	-1%	.	.	.	0
O=C(COc1ccccc1)N=C1SC2CS(=O)(=O)CC2N1c1cccc(F)c1 (configuration not stated)	-2	9%	2%	1%	-2%	2%	15	10%	-17	.
C=Cc1cc2c(cc1O)CCC1C2CCC2(C)C(O)CCC12 (configuration not stated)	.	.	.	-8%	.	.	2	-23%	-6	.
O=C(O)COc1ccccc1/C=N/NC(=O)c1cccc(S(=O)(=O)N2CCOCC2)c1	9	8%	-4%	7%	0%	-2%	14	38%	-1	5
CCOC(=O)C1CCN(C(c2cc3ccc(C)cc3[nH]c2=O)c2nnnn2C2CCCCC2)CC1 (configuration not stated)	11	3%	12%	-8%	2%	?	2	-9%[7.66 µM]	20	-4
Cc1cccc(C)c1NC(=S)N(C)CCc1ccccn1	5	2%	1%	5%	0%	0%	20	10%	-12	0
CC(C)OC(=O)N(C)c1ccc(C(O)(C(F)(F)F)C(F)(F)F)cc1	7	-10%	4%	0%	-2%	-1%	-2	-10%	11	-1
COc1ccc(/C=C/C(=O)OCC(=O)Nc2c(C)cccc2C)cc1	-3	4%	-3%	0%	6%	1%	6	7%	11	6
CCCN(CCC)C(=O)CCS(=O)(=O)c1cccc2nsnc12	-1	1%	6%	2%	1%	?	-4	16%	-2	1
COc1ccc(NC(=O)c2ccc3c(c2)OCO3)cc1	?	17%	-6%	0%	0%	3%	7	?	-6	-4
COc1ccccc1N1CCN(CC(=O)Nc2ccc(S(=O)(=O)N3CCCCCC3)cc2)CC1	0	-3%	.	0%	.	.	-13	-45%	-3	.
Cc1ccc2c(c1)N(CC(=O)Nc1ccccc1F)C(=O)C(C)O2 (configuration not stated)	.	.	.	0%	.	.	9	?	-6	.
CN1CCN(S(=O)(=O)c2cccc(C(=O)NCc3ccc(Cl)cc3)c2)CC1	1	9%	4%	0%	0%	3%	4	0%	0	1
CC(=O)c1cccc(NC(=O)C2CCCN2S(=O)(=O)c2cccc3nsnc23)c1 (configuration not stated)	.	-10%	14%	0%	3%	?	3	20%	-8	3
Cc1nc2ccc(NC(=O)c3cncc(Br)c3)cc2s1	13	-20%	6%	0%	6%	1%	-1	28%	1	2
O=C(CN1CCOCC1)NCc1ccccc1Cl	1	-14%	5%	7%	6%	-3%	-7	4%	10	3
Cc1ccccc1CN(c1ccc(C(=O)NCc2cccnc2)cc1)S(C)(=O)=O	1	8%[11.5 µM]	1%	3%	9%	5%	-35	-1%	3	2
CCC(C)(C)NC(=O)/C=C/c1cccs1	11	0%	?	4%	1%	8%	-6	4%	-1	4
CCCC(=O)Nc1nnc(COC)s1	-2	-2%	4%	-1%	0%	5%	2	-13%	-5	2
CC12CC(NC(=O)N1Cc1ccccc1)c1ccccc1O2 (configuration not stated)	0	1%	10%	0%	0%	3%	13	-10%[7.66 µM]	-20	-2
COc1ccc(S(=O)(=O)NCC(c2cccnc2)N2CCN(c3ccccc3)CC2)cc1C (configuration not stated)	9	.	2%	-1%	1%	-7%	-12	7%	-24	-5
Cc1ccc(NC(=O)NC(=O)CN2CCC(C(N)=O)CC2)c(C)c1	-1	2%	.	7%	.	.	-7	7%	-6	.
CC1CN(C(=O)c2cc(-c3ccncc3)nc3ccccc23)CC(C)O1 (configuration not stated)	2	4%	.	-2%	.	.	5	7%	-7	.
COc1cc(/C=N\NC(=O)c2ccccc2F)ccc1Oc1ccc([N+](=O)[O-])cn1	0	-19%	-7%	-3%	5%	?	-4	-15%	1	-2
CN1CCN(c2nc(-c3cccs3)cs2)CC1	0	-1%	-1%	-1%	2%	?	6	6%	6	2
COc1ccc([N+](=O)[O-])cc1NC(=O)CC1SC(=Nc2cccc(C)c2C)N(/N=C(\C)c2ccc(C)cc2)C1=O (configuration not stated)	-2	2%	0%	-3%	5%	-5%	6	-13%	-6	-7

Gathered by group, the entries above with an aryl thioether with sulfur outside any ring.
SMILES	TRPV1 ag	AT treatment	CXXC DNA block	ASM inhibitor	GALK inh	MBNL1 CUG block	KCNH2 3.1 block	a7 integrin act	hERG WT inh	Coupling enz
CC(=O)Nc1ccc(SC[C@H](CC(C)C)N2CCN(CC(C)C)CCC2=O)cc1	?	-19%	4%	12%	2%	4%	17	1%	-9	-1
Cc1ccccc1CSc1nnc(C)c(=O)n1N	1	3%	-4%	3%	2%	0%	-3	-3%	-4	1
COc1ccc(NC(=O)CSc2nnc(-c3ccccc3C)n2C)cc1	-2	-5%	3%	2%	5%	-7%	10	-24%	-7	-1

Source: PubChem
